Compound activity: PubChem BioAssay, several laboratories
SUMO1-SIM PPI: modulators of human SUMO1-mediated protein-protein interactions; SUMO1 binding to a labelled peptide, TR-FRET, 1 h; inhibition, % at 20 µM; 360,000 tested, 0.33% active; AID 602429; in the data active = inhibition above about 37%
Target sequence (P63165 whole entry, looked up): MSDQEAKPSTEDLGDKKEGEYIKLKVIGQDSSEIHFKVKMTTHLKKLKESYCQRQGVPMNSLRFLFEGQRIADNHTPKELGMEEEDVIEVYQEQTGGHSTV
MsrA inhibitor: bovine MsrA inhibition | purified bovine MsrA, absorbance read-out | inhibition, % at 15.5 µM | 360,000 tested, 0.75% active | AID 651718; in the data active = inhibition above about 4.5%;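 also: 0% = vehicle wells with enzyme and 100% = reference inhibitor wells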
Rpn11 block: Rpn11 (human) deubiquitinase inhibition. calls only at 20 µM. 360,000 tested, 0.59% active. human 26S proteasome, Ub4-pepOG fluorescence polarization; 20S core pre-blocked with epoxomicin. AID 588493;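 active = inhibition at 20 µM, scaled to each plate's controls, above about 33%, limit read from the data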
CSN inh: blocks human CSN-mediated cullin deneddylation; Q92905; Purified CSN, SCF-Nedd8-OG deneddylation, fluorescence polarization; inhibition, % at 12.5 µM; 360,000 tested, 0.38% active; AID 651999;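 active = pattern-corrected inhibition above about 35%, with an unprinted fluorescence ratio check between 0.5 and 1.5, limit read from the data, passing the limit was not always enough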;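 also: 0% = enzyme with substrate and 100% = substrate without enzyme; some results filed as inactive read as strong as hits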
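Material: purified human Csn5 enzyme expressed in HEK293T cells / Medium: Tris buffer pH 7.5, NaCl, DTT, Tween-20, trehalose, ovalbumin / Compound dosing: 12.5 µM single point / Schedule: 90 min incubation of compound, enzyme and substrate at room temperature / Signal: fluorescence polarization of the substrate / Control set: no-enzyme wells high, enzyme-with-substrate wells low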
LMPTP inh: blocks human LMPTP phosphatase; recombinant LMPTP-A, OMFP fluorogenic substrate, fluorescence intensity; inhibition, % at 20 µM; P24666; 360,000 tested, 0.22% active;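 active = compounds that cut the enzyme signal by at least half of the control window in the single-dose screen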;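 also: plate controls were DMSO wells with enzyme plus substrate for no effect and substrate without enzyme for full effect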
Target sequence (P24666 whole entry, looked up): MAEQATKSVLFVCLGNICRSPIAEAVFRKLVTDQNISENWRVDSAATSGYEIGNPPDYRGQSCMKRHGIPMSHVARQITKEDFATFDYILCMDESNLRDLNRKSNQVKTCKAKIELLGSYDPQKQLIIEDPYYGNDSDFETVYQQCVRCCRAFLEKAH
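Test system: LMPTP-A phosphatase enzyme; input: 0.625 nM LMPTP-A final; reagent: OMFP substrate, 400 µM final; compound dosing: 20 µM single dose, 3% DMSO; incubation: 50 min dark incubation at room temperature; measured by: endpoint fluorescence intensity from OMFP dephosphorylation; measure: % inhibition relative to no-enzyme and uninhibited control wells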
STEP block: inhibitors of human striatal-enriched phosphatase STEP | recombinant STEP, OMFP fluorogenic substrate, fluorescence | P54829 | AID 588621 | inhibition, % at 20 µM | 360,000 tested, 0.25% active;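 active = inhibition at 20 µM, scaled per plate between control wells, above about 37%, limit read from the data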;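 also: 0% = DMSO with enzyme and substrate and 100% = substrate only without enzyme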
Target sequence (P54829 whole entry, looked up): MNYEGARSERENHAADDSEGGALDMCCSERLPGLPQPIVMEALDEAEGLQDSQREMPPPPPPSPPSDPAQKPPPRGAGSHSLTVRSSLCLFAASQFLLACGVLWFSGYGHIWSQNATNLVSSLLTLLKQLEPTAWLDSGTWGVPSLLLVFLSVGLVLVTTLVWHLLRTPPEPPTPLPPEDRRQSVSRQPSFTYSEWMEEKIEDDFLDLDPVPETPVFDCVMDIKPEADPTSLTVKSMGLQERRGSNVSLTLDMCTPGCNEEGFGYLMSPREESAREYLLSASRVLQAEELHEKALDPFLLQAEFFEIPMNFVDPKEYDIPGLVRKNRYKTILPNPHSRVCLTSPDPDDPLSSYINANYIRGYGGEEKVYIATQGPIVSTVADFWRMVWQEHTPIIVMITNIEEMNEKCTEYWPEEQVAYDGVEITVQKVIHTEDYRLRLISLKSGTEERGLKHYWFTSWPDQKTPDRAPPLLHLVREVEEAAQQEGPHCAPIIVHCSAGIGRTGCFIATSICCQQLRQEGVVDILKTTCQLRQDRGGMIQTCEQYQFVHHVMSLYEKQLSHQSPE
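Material: STEP (striatal-enriched tyrosine phosphatase) enzyme, cell-free | Medium: 50 mM Bis-Tris pH 6.0 with 2.5 mM DTT and 0.005% Tween 20 | Read-out: Percent inhibition scaled to no-enzyme and uninhibited-enzyme controls, plate-pattern corrected | Signal: Fluorescence read at 480 nm ex / 540 nm em | Times: 20 min reaction, room temperature, in the dark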
Tb MetRS inh: Trypanosoma brucei MetRS inhibition | AID 624268 | 360,000 tested, 0.4% active | inhibition, % at 11.9 µM | purified T. brucei MetRS, ATP depletion, Kinase-Glo luminescence;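 active = inhibition above a per-plate cutoff of the control wells' mean inhibition plus 3 SD, cut at about 5.5% in these data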;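 also: 0% = DMSO wells median and 100% = median of wells with control inhibitor compound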
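Assay system: T. brucei methionyl-tRNA synthetase, purified | Medium: HEPES buffer with MgCl2, KCl, DTT, spermine, BSA, pyrophosphatase | Compound: 11.9 µM single point | Incubation: 15 min enzyme-compound preincubation, 2 h reaction, 10 min detection, 25 °C | Measured by: Kinase-Glo luciferase luminescence reporting remaining unconsumed ATP | Measure: % inhibition normalized to control-well medians | Replication: Singlicate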
Scp-1 inhibitor: blocks human Scp-1 phosphatase activity. Q9GZU7. Recombinant Scp1, phosphopeptide, malachite green phosphate absorbance. inhibition, % at 20 µM. 340,000 tested, 0.88% active;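 active = inhibition above about 50% at 20 µM, limit read from the data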;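 also: plate controls were DMSO wells with enzyme for no effect and wells lacking enzyme for full effect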
Target sequence (Q9GZU7 76-261 limits assumed): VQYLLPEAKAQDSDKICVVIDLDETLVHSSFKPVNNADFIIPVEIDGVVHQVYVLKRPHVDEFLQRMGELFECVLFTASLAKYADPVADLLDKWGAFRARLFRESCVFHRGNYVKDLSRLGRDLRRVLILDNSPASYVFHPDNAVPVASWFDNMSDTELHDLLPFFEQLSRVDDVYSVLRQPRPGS
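System: SCP-1 catalytic domain; Reagent: Phospho 17-mer peptide substrate; Doses: one concentration, 20 µM, with 1.0% DMSO; Incubation: 45 min room-temperature reaction, 5 min colour, 30 min stabiliser; Signal: Phosphate-binding colour reagent, absorbance read at 630 nm.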
NadD block: inhibitors of Staphylococcus aureus NadD; purified NadD enzyme, colorimetric absorbance read-out; inhibition, % at 20 µM; 360,000 tested, 0.78% active; AID 602399; in the data active = inhibition above about 26%; also: some compounds past the cut are filed as inactive
DNMT1 block: DNMT1 (human) enzyme inhibition; P26358; DNMT1 molecular beacon, Hinp1I cleavage, fluorescence; inhibition (reported as % activation of signal), % at 10 µM; 360,000 tested, 0.83% active; AID 588458; in the data active = inhibition above about 50%
* hit, by the source's call; i = inactive; . = not tested or not shown.

SMILES	SUMO1-SIM PPI	MsrA inhibitor	Rpn11 block	CSN inh	LMPTP inh	STEP block	Tb MetRS inh	Scp-1 inhibitor	NadD block	DNMT1 block
CC[C@H](C)C1OC(=O)[C@@H](C)[C@@H](CC)NC(=O)[C@H](C)N(C)C(=O)C(C)(C)C(=O)C(C)NC(=O)[C@H](Cc2ccc(OC)cc2)N(C)C(=O)[C@H](C(C)C)N(C)C(=O)CNC(=O)[C@H](CC(C)C)N(C)C(=O)CNC1=O (some centres not stated)	-2.5	.	i	1.1	-0.4	-2.3	-0.5	.	-9.4	-20.1
CC(C)(C)OC(=O)C[C@@H]1C/C=C\C[C@@H](CC(=O)NCCO)C(=O)NC[C@@H](c2ccccc2)OC1=O	5.5	1.5	i	1.9	16.2	8.9	-0.3	-1.9	-1.2	1.7
O=C(Nc1ccc(F)c(F)c1)C1CCN(S(=O)(=O)c2cccs2)CC1	2.0	0.4	i	-4.2	4.5	-0.9	-0.1	-6.8	-1.3	-1.5
CC1CCCN(C(=O)CSc2n[nH]c(-c3cccs3)n2)C1 (configuration not stated)	-1.6	-1.7	i	-3.9	1.1	1.0	-0.5	-0.7	-1.5	2.7
O=C1N/C(=N\N=C\c2cccs2)SC1Cc1cccc(Cl)c1 (configuration not stated)	-4.5	0.1	i	-7.7	-1.3	-0.6	0.6	-3.1	7.0	4.3
CCCCN(C(=O)C(C)N1C(=O)c2ccccc2C1=O)c1c(N)n(CCCC)c(=O)[nH]c1=O (configuration not stated)	0.7	1.5	i	-3.4	0.3	-1.5	-0.7	-4.9	-8.8	4.5
O=C(COC(=O)CCNS(=O)(=O)c1cccc(C(F)(F)F)c1)NC(=O)NC1CCCCC1	3.3	-0.1	i	6.0	0.7	-4.8	-0.8	-10.3	-8.3	-7.5
Cc1cc(S(=O)(=O)N2CCCC(C(=O)Nc3ccc(C(=O)O)cc3)C2)ccc1Cl (configuration not stated)	0.8	-0.4	i	-2.6	1.0	0.4	-0.9	19.0	2.8	3.4
Cc1ccc2oc(=O)n(CC(=O)N3CCOCC3)c2c1	-2.0	-0.1	i	3.1	-1.8	-1.8	-0.6	-0.8	4.4	-0.4
COC(=O)c1cc(Cl)ccc1NCC(N)c1ccccc1 (configuration not stated)	-4.8	1.0	i	2.1	-0.7	2.3	-0.9	.	16.8	-11.1
COC/C=C/C1=CC2=CC(=O)C(C)(OC(=O)c3cnc4ccccc4n3)C(=O)C2=CN1CC1CC1 (configuration not stated)	-7.7	.	i	0.7	2.9	1.4	-0.2	-5.9	4.1	-11.8
COC(=O)c1ccccc1NC(=O)C(C)n1nc(C)c2c(C)n(-c3ccccc3)nc2c1=O (configuration not stated)	0.9	-0.3	i	2.5	0.1	-0.6	-0.9	-8.8	1.1	1.2

Some of the entries so far, as comma-separated lines.
molecule,SUMO1-SIM PPI,MsrA inhibitor,Rpn11 block,CSN inh,LMPTP inh,STEP block,Tb MetRS inh,Scp-1 inhibitor,NadD block,DNMT1 block
CC1CCCN(C(=O)CSc2n[nH]c(-c3cccs3)n2)C1 (configuration not stated),-1.6,-1.7,i,-3.9,1.1,1.0,-0.5,-0.7,-1.5,2.7
O=C1N/C(=N\N=C\c2cccs2)SC1Cc1cccc(Cl)c1 (configuration not stated),-4.5,0.1,i,-7.7,-1.3,-0.6,0.6,-3.1,7.0,4.3
CCCCN(C(=O)C(C)N1C(=O)c2ccccc2C1=O)c1c(N)n(CCCC)c(=O)[nH]c1=O (configuration not stated),0.7,1.5,i,-3.4,0.3,-1.5,-0.7,-4.9,-8.8,4.5
O=C(COC(=O)CCNS(=O)(=O)c1cccc(C(F)(F)F)c1)NC(=O)NC1CCCCC1,3.3,-0.1,i,6.0,0.7,-4.8,-0.8,-10.3,-8.3,-7.5

Next section
SMILES	SUMO1-SIM PPI	MsrA inhibitor	Rpn11 block	CSN inh	LMPTP inh	STEP block	Tb MetRS inh	Scp-1 inhibitor	NadD block	DNMT1 block
Cc1ccc(NS(=O)(=O)c2cccc(C(=O)Nc3cc(C)on3)c2)cc1	0.1	-1.1	i	2.4	-0.4	-1.0	-0.7	-7.6	-3.7	-5.3
CCCN1CCC(CCOc2ccccc2)(C(=O)OCC)CC1	5.1	-0.4	i	-4.2	1.3	3.7	-0.3	-8.3	-7.3	-3.9
COc1ccc(CCNC(=O)COc2ccc(S(=O)(=O)NCC(C)C)cc2Cl)cc1OC	1.7	-0.1	i	-0.4	-1.2	1.9	-0.7	-6.3	-5.5	11.7
CC(NCc1ccc(S(N)(=O)=O)cc1)C(=O)N1CCc2ccccc21 (configuration not stated)	-1.3	0.4	i	-2.2	0.2	-0.9	-0.4	-12.6	-5.5	0.1
O=C(c1ccccc1-c1ncc[nH]1)N1CCc2c([nH]c3ccccc23)C1c1ccccn1 (configuration not stated)	-1.1	0.3	i	-10.9	-0.1	0.9	0.8	-3.4	1.5	0.8
COc1ccc(C(=O)Nc2ccc3cn[nH]c3c2)c(OC)c1	-6.8	1.7	i	-8.8	3.3	0.2	0.0	3.5	-1.0	4.2
COc1ccc(N2CCN(S(=O)(=O)c3c(C)n(C)c(=O)n(C)c3=O)CC2)cc1	4.8	-0.2	i	-2.5	-1.2	0.6	-0.5	-3.1	-2.2	-0.7
CCOC(=O)c1c(NC(=O)C2CC(Cl)=CCC2C(=O)O)sc2c1CC(C)(C)OC2 (configuration not stated)	6.4	0.7	i	-4.4	-0.7	-1.4	-0.2	-12.4	-4.9	1.3
O=C(O)c1[nH]c2ccccc2c1C(c1cc(Cl)cc([N+](=O)[O-])c1O)c1c(C(=O)O)[nH]c2ccccc12	3.6	0.1	i	-5.6	1.3	-4.7	-0.4	-2.4	22.0	10.2
O=[N+]([O-])c1ccc(S(=O)(=O)Nc2nc3ccccc3nc2Nc2ccccc2)cc1	-12.5	0.0	i	-0.8	0.3	2.2	-0.1	-7.2	21.5	-3.3
CCC1CCCCN1C(=O)c1ccc(OC2CCN(Cc3ccccn3)CC2)cc1 (configuration not stated)	-2.0	-0.4	i	-3.5	-1.7	-1.1	0.0	-14.2	-8.4	-0.2
CN(C)CCCn1c2c(c(SCC(=O)Nc3cccc4ccccc34)nc1=O)CCCC2	-11.1	-0.7	i	3.5	-0.7	2.9	-0.3	-4.7	-3.2	-6.3
Cc1ccc(NC(=O)CC2(CC(=O)O)CCCC2)cc1	2.4	-1.1	i	-2.9	-0.8	0.3	-0.2	-15.6	0.3	0.8
COCCn1c(COC)nc2ccccc21	-4.7	0.8	i	2.4	-2.3	4.0	-1.4	-4.2	-1.6	-1.9
CCN(CC)S(=O)(=O)c1cccc(C(=O)Nc2ccc3c(c2)OCO3)c1	12.4	-0.9	i	0.8	0.0	-2.0	-0.2	-19.2	-4.7	1.2
CC(C)(CSc1ccccn1)NS(=O)(=O)c1ccccc1	-2.3	0.1	i	3.1	0.7	-3.7	-1.0	-8.7	-1.1	-29.5
COC(=O)c1ccc(NC(=O)CN2CCN(c3ccc(Cl)cc3)CC2)cc1	-1.4	0.4	i	-6.7	1.5	-3.7	-0.4	-11.9	6.5	-3.4
CN1C(=S)SC(/[N+]([O-])=C/c2cccnc2)C1(C)C (configuration not stated)	-5.5	0.1	i	7.0	-2.5	-1.1	-0.6	-4.9	-3.3	-3.2
Cc1cc(C)c2ccc(N)nc2c1O	-6.1	0.7	i	-3.0	1.1	-1.4	-0.1	-4.3	-1.6	5.4
O=c1c2c([N+](=O)[O-])cc([N+](=O)[O-])cc2sn1-c1ccc(Br)cc1	-17.8	.	i	-6.2	-0.8	-0.1	0.1	93.9*	30.0*	-15.4
S=c1[nH]nc(Cn2c(-c3ccccn3)nc3ccccc32)n1-c1ccc2c(c1)OCCO2	4.5	-0.6	i	3.3	-0.9	1.0	-0.2	0.1	-0.7	0.6
CN1CCN(c2ccc(S(=O)(=O)N3CCCCC3)cc2[N+](=O)[O-])CC1	-16.4	-0.2	i	-9.8	-0.3	-1.4	0.6	-2.6	-5.6	-0.9
O=C(N/N=C/c1ccc2c(c1)OCO2)c1ccccn1	-14.8	4.1	i	6.8	-0.8	-2.2	-3.4	-5.2	5.1	-0.4
COc1cc(C(=O)Nc2ccc(N(C)C)cc2)c([N+](=O)[O-])cc1OC	-23.0	1.9	i	4.8	0.7	3.1	-0.3	-3.1	-3.0	-21.2
Cc1cc2nc(-c3ccc(SCC(=O)Nc4ccc(S(=O)(=O)NC5CC5)cc4)nc3)[nH]c2cc1C	3.7	3.5	i	1.7	1.1	-0.4	-0.6	0.1	40.3*	-1.0
CC(C)Oc1ccc2ccccc2c1C=O	-14.0	-0.5	i	1.5	-0.4	-1.8	-0.3	0.0	-1.1	-1.1
COc1ccccc1CNC(=O)CN1C(=O)NC(C)(c2ccc(C(C)(C)C)cc2)C1=O (configuration not stated)	0.9	1.1	i	5.6	0.6	-1.6	0.2	-9.1	-8.2	-1.4
CNC(=O)c1ccccc1F	-2.2	1.8	i	-1.1	-1.5	-1.4	-1.1	2.7	2.9	3.2
O=C(NCC1CCCO1)c1nn2c(c1Cl)NC(c1ccc(F)cc1)CC2C(F)(F)F (configuration not stated)	2.8	0.6	i	4.7	-0.9	-3.0	-2.0	-5.0	-0.9	-3.4
CNC(=O)C1=NCCCc2cc(OC)c(OC)cc21	-3.6	0.7	i	2.7	-1.6	-1.5	-0.1	-3.8	-4.8	-0.8
O=C(N/N=C/c1cc(Br)c(O)c(Br)c1)c1cccnc1	-17.8	4.3	i	-1.7	-3.7	3.7	-0.4	-12.1	-7.7	-0.1
CC1CCCC(NC(=O)C2CCN(S(=O)(=O)c3cccc4nonc34)CC2)C1C (configuration not stated)	-2.5	2.0	i	-1.2	-1.2	-0.9	-0.4	69.0*	-8.9	3.6

3 compounds already listed, arranged by molecular weight, smallest number first.
SMILES	SUMO1-SIM PPI	MsrA inhibitor	Rpn11 block	CSN inh	LMPTP inh	STEP block	Tb MetRS inh	Scp-1 inhibitor	NadD block	DNMT1 block
CNC(=O)C1=NCCCc2cc(OC)c(OC)cc21	-3.6	0.7	i	2.7	-1.6	-1.5	-0.1	-3.8	-4.8	-0.8
CC1CCCC(NC(=O)C2CCN(S(=O)(=O)c3cccc4nonc34)CC2)C1C (configuration not stated)	-2.5	2.0	i	-1.2	-1.2	-0.9	-0.4	69.0*	-8.9	3.6
COc1ccccc1CNC(=O)CN1C(=O)NC(C)(c2ccc(C(C)(C)C)cc2)C1=O (configuration not stated)	0.9	1.1	i	5.6	0.6	-1.6	0.2	-9.1	-8.2	-1.4
